# Assay outcomes: PubChem, Broad Institute
# S100A4 MyoIIA = S100A4-myosin IIA interaction inhibition; P26447; S100A4/TAMRA-MyoIIA peptide fluorescence polarization; inhibition, % at 10.7 µM; hit rate 0.14% among 360,000; AID 652163;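 active = mean inhibition of at least 70% across replicates, with every replicate also reaching that level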
# Target sequence (P26447 whole entry, looked up): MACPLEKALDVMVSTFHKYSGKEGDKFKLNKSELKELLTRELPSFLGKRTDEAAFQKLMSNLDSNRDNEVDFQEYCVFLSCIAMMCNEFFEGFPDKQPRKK
#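 Assay system: human S100A4 monomer with TAMRA-labelled myosin IIA peptide / Buffer or medium: Calcium-containing HEPES buffer, pH 7.2 / Reagent: TAMRA-labelled myosin IIA heavy-chain peptide probe, 5 nM / Compound: one dose per compound / Timing: polarization read 5 min after assay mix addition, stable 5–60 min / Benchmarks: neutral control DMSO, positive control TFP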
# PglD DTNB = inhibitors of Campylobacter jejuni PglD acetyltransferase; purified PglD enzyme, DTNB colorimetric CoA detection; AID 602405; hit rate 0.098% among 360,000; inhibition, % at 12.5 µM; in the data active = inhibition above about 16%, passing the limit was not always enough; also: strong numbers were not always called active
# EWS-Fli inh = blocks EWS/Fli oncoprotein-driven transcription; inhibition, % at 12.6 µM; AID 651661; hit rate 0.67% among 350,000; A673 NR0B1-luciferase reporter, viability-normalised;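 active = mean inhibition of at least 50% after viability correction, with every replicate also passing that limit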;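 also: firefly luciferase signal divided by Alamar Blue viability fluorescence both relative to DMSO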
# LGR2 inh = blocks bursicon-induced cAMP signaling via Drosophila LGR2; HEK293 LGR2, CRE-luciferase, bursicon-stimulated, 4 h; inhibition, % at 9.99 µM; hit rate 0.35% among 380,000;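 active = drop in luminescence signal, shown as inhibition above about 50% in the replicate tests, limit read from the data, passing the limit was not always enough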;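 also: agonist challenge used bursicon conditioned medium at about half maximal strength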
# ERAP1 inh = ERAP1 (human) enzyme inhibition | Q9NZ08 | recombinant ERAP1, Leu-AMC fluorescence, 60 min | inhibition, % at 10.7 µM | hit rate 0.15% among 340,000 | AID 652197;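 active = mean replicate inhibition of at least 30%, or all replicates individually reaching that 30% level; inactive = mean below 30% and not every replicate reaching it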;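 also: 0% = neutral control wells and 100% = L-leucinethiol positive control wells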
# Target sequence (Q9NZ08 whole entry, looked up): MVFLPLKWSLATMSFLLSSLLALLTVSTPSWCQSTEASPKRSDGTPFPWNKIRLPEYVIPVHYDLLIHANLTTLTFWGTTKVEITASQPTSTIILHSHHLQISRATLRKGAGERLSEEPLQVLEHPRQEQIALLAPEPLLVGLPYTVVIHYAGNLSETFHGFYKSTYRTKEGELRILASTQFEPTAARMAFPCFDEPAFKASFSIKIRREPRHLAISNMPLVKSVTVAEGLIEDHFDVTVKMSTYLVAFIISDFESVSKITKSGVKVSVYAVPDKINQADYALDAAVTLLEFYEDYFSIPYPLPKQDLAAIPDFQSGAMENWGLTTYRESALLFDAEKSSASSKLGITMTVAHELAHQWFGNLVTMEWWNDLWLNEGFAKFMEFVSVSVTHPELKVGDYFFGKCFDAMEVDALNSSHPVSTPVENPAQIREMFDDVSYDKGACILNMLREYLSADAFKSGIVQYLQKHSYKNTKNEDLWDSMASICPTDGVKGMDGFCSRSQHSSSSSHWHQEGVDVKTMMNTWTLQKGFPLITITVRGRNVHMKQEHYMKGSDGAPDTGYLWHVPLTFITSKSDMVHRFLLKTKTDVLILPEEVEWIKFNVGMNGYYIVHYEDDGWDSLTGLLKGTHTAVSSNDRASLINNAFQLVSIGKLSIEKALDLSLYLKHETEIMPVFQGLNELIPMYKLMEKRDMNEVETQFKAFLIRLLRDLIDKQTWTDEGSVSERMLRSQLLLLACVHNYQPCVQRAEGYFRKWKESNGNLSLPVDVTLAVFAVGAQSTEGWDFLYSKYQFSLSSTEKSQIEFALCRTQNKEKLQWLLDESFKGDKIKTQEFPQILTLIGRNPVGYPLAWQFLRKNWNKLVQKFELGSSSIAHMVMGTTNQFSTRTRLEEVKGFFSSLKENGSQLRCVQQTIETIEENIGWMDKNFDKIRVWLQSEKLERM
# PGC1a acetyl inh = PGC1a acetylation modulation, inhibitor mode; U2OS PGC1a acetylation, AlphaScreen anti-acetyl-lysine; with virally co-expressed GCN5 acetyltransferase; hit rate 0.17% among 350,000; inhibition, % at 15.6 µM;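 active = every replicate shows inhibition of at least 40%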;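 also: 0% = neutral control wells and 100% = positive control wells; some results beyond the cut were filed as inactive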
# FN deposit inh = fibronectin deposition inhibition; AH1F fibroblasts, Alexa488-fibronectin deposition fluorescence, overnight; inhibition, % at 12.6 µM; hit rate 0.086% among 350,000;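 active = mean inhibition across replicates of 30% or more, regardless of how many single replicates reach that level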;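 also: positive control wells lacked labelled fibronectin entirely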
#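 Assay system: AH1F fibroblast monolayer, labelled fibronectin deposition. Amount: 10000 cells per well. Also added: labelled fibronectin 24 nM. Compound: single-point pinned compound. Incubation: cell attachment 1 h, compound and FN exposure overnight. Detection: fluorescence after three HBSS washes, excitation 485 nm, emission 525 nm. Read-out: inhibition of fibronectin deposition signal.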
# PAX8 inh HTS = PAX8 transcriptional activity inhibition; RMG-I TPO-luciferase reporter, SteadyGlo, 24 h; inhibition, % at 12.6 µM; hit rate 1.2% among 360,000;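 active = mean replicate inhibition at least 60% with every replicate also reaching 60%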;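 also: luciferase light reporting Pax8 driven TPO promoter activity; plate controls were median of neutral control wells for no effect and mitoxantrone controls for full effect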
# Starred values were filed as active, the others as inactive; nt = not tested or not shown; & = joins results of further samples.
SMILES,S100A4 MyoIIA,PglD DTNB,EWS-Fli inh,LGR2 inh,ERAP1 inh,PGC1a acetyl inh,FN deposit inh,PAX8 inh HTS
CCOC(=O)C1=C(COC(=O)/C=C/c2ccc(O)c(OC)c2)NC(=O)NC1C (stereo not given),1.6,nt,23.2,-4.4,-0.6,3.1,-9.2,10.8
COc1ccc(NC(=O)Nc2ccc3c(c2)C(=O)N([C@H](C)CO)C[C@@H](C)[C@@H](CN(C)C(=O)Nc2ccc4c(c2)OCO4)OCCCC[C@@H](C)O3)cc1,-19.5,0.9,-1.6,3.4,1.8,1.8,nt,1.8
CC(=O)Nc1ccc(-c2csc(Nc3ccc(S(N)(=O)=O)cc3)n2)cc1,-1.8,-2.1,-9.3,0.5,-2.0,5.9,-3.2,-4.1
COc1cc(F)c(C2=CC(=O)C[C@H](c3ccc4c(c3)OCO4)C2)cc1F,-3.8,-1.0,-2.2,-5.2,-0.7,5.1,-2.4,9.4
O=C(Cn1cc(C(F)(F)F)cc(Cl)c1=O)NCC1COc2ccccc2O1 (stereo not given),1.2,7.1,-5.3,-9.3,-1.5,0.6,-5.5,8.3
C#CCNC(=O)c1cc2c(Br)ccc(Br)c2nc1N,-5.8,nt,1.1,-13.7,1.2,nt,-7.0,5.9
O=C(C[C@@H]1CC[C@@H](NC(=O)Nc2ccc(F)cc2)[C@@H](CO)O1)NCc1cccc(F)c1,-24.2,0.0,3.4,-13.0,0.9,-8.2,nt,nt
O=C(CN(Cc1ccccc1)S(=O)(=O)c1ccc(F)cc1)NCc1cccnc1,-6.3,-0.9,nt,-27.4,2.1,nt,-5.4,nt
C[C@H](CO)N1C[C@H](C)[C@@H](CN(C)C(=O)Nc2ccc3c(c2)OCO3)OCCCC[C@H](C)Oc2ccc(NC(=O)NC3CCCCC3)cc2C1=O,nt,1.1,11.3,4.3,nt,7.5,nt,5.5
O=C(Nc1ccccn1)C1(c2ccccc2)CCCC1,0.1,-5.9,-8.2,-0.4,1.4,0.3,nt,nt
CC(C)NC(=O)N(C)C[C@H]1OCCCC[C@H](C)Oc2ccc(NS(C)(=O)=O)cc2C(=O)N([C@@H](C)CO)C[C@H]1C,0.9,5.6,0.3,4.0,-4.7,4.2,nt,0.0
Cc1ccc(S(=O)(=O)Nc2cccc3c2O[C@@H](CN(C)C)[C@H](C)CN([C@@H](C)CO)C3=O)cc1,8.6,0.3,6.9,0.4,-0.9,-8.8,-1.4,-4.2
NC(=O)c1cccc(-c2cccc3nccn23)c1,-2.6,-1.1,12.1,-6.7,1.6,-7.0,5.1,-18.1
CCOC(=O)C(Sc1cc(C)nc(N)n1)C(C)=O (stereo not given),nt,1.1,nt,nt,nt,-9.1,-12.2,9.2
O=c1oc2ccccc2c(NC2CCCCC2)c1NS(=O)(=O)c1ccc(F)cc1,0.6,1.1,10.2,-8.7,-0.6,-8.0,5.0,-24.0
COc1ccc(NC(=O)N(C)C[C@@H]2Oc3c(NC(=O)c4cc(C)nn4C)cccc3C(=O)N([C@H](C)CO)C[C@@H]2C)cc1,1.1,-5.6,nt,-3.3,-1.1,3.8,nt,-1.8
CCN1C(=O)[C@H]2[C@@H](c3ccc(-c4ccc(OC)cc4)cc3)N[C@@](Cc3ccccc3)(C(=O)OC)[C@H]2C1=O,-0.3,0.9,-14.6,-4.8,-2.9,-1.5,11.0,3.6
COc1ccccc1S(=O)(=O)N[C@H]1C=C[C@@H](CC(=O)NCc2cccc(F)c2)O[C@H]1CO,2.6,3.2,0.2,-14.6,1.0,16.1,-1.0,5.5
COc1ccc(CCNC(=O)c2oc3ccc(OC)cc3c2C)cc1,-12.0,2.3,nt,6.9,2.6,nt,nt,-6.0
O=C(CCC(=O)N1CCN(Cc2ccccc2)CC1)Nc1nnc(C2CCCCC2)s1,18.5,-2.3,nt,14.1,0.1,12.2,-2.5,8.4
CN(CC(=O)Nc1cc(S(=O)(=O)N2CCCC2)ccc1Cl)Cc1ccc2c(c1)OCO2,1.2,2.0,4.6,-5.6,-1.3,-3.0,7.9,16.3
O=C(O)C[C@H]1C=C[C@H](NC(=O)c2ccccc2F)[C@@H](CO)O1,-13.7,4.8,2.5,19.7,0.1,4.8,-3.0,-15.9
CN(Cc1nc(-c2cccs2)no1)CC1(N2CCOCC2)CCCCC1,1.5,-3.0,-4.7,4.1,1.5,2.2,-5.4,17.0
COc1ccc(S(=O)(=O)Nc2cccc3c2O[C@@H](CN(C)Cc2ccccc2)[C@H](C)CN([C@H](C)CO)C3=O)cc1,7.9,-1.6,4.6,-27.1,1.2,-26.4,nt,3.1

# Fetched by structure from the entries so far:
SMILES,S100A4 MyoIIA,PglD DTNB,EWS-Fli inh,LGR2 inh,ERAP1 inh,PGC1a acetyl inh,FN deposit inh,PAX8 inh HTS
CCOC(=O)C(Sc1cc(C)nc(N)n1)C(C)=O (stereo not given),nt,1.1,nt,nt,nt,-9.1,-12.2,9.2
O=C(CCC(=O)N1CCN(Cc2ccccc2)CC1)Nc1nnc(C2CCCCC2)s1,18.5,-2.3,nt,14.1,0.1,12.2,-2.5,8.4
COc1ccc(S(=O)(=O)Nc2cccc3c2O[C@@H](CN(C)Cc2ccccc2)[C@H](C)CN([C@H](C)CO)C3=O)cc1,7.9,-1.6,4.6,-27.1,1.2,-26.4,nt,3.1
COc1ccc(NC(=O)N(C)C[C@@H]2Oc3c(NC(=O)c4cc(C)nn4C)cccc3C(=O)N([C@H](C)CO)C[C@@H]2C)cc1,1.1,-5.6,nt,-3.3,-1.1,3.8,nt,-1.8
CCN1C(=O)[C@H]2[C@@H](c3ccc(-c4ccc(OC)cc4)cc3)N[C@@](Cc3ccccc3)(C(=O)OC)[C@H]2C1=O,-0.3,0.9,-14.6,-4.8,-2.9,-1.5,11.0,3.6
COc1ccc(CCNC(=O)c2oc3ccc(OC)cc3c2C)cc1,-12.0,2.3,nt,6.9,2.6,nt,nt,-6.0

# Continuation:
SMILES,S100A4 MyoIIA,PglD DTNB,EWS-Fli inh,LGR2 inh,ERAP1 inh,PGC1a acetyl inh,FN deposit inh,PAX8 inh HTS
COc1ccc(C(=O)NCCCCCC(=O)O)cc1OC,nt,-2.7,nt,nt,nt,7.2,0.7,-4.2
C[C@@H]1CCCCO[C@H](CN(C)S(=O)(=O)c2ccccc2)[C@@H](C)CN([C@H](C)CO)C(=O)c2cc(NS(=O)(=O)c3cccs3)ccc2O1,-10.9,-0.2,-10.9,-16.8,-0.1,-2.3,5.2,-18.2
C[C@@H]1CN([C@H](C)CO)C(=O)Cc2cc(NC(=O)CCC(F)(F)F)ccc2O[C@@H]1CN(C)S(=O)(=O)c1ccccc1,10.0,5.4&2.0,-4.5&-4.3,7.1&-1.0,-0.9,6.8,6.5,0.5
C=C1Cn2c(nnc2-c2ccc(Cl)cc2)S1,-2.3,-2.7,-5.3,7.4,nt,nt,11.1,-2.5
C[C@@H]1CCCCO[C@H](CN(C)C(=O)Nc2ccccc2)[C@H](C)CN([C@H](C)CO)C(=O)c2cc(NS(=O)(=O)c3cccs3)ccc2O1,4.7,2.4,-5.2,-46.3,0.1,0.7,13.0,19.8
O=C(COC(=O)c1cccs1)Nc1ccc(F)c(F)c1,-17.0,-4.3,0.8,-22.7,0.0,nt,9.3,1.3
Cc1noc(-c2ccccc2)c1NC(=O)Nc1ccc(Cl)cc1,1.3,nt,17.1,nt,-7.5,-5.7,5.7,7.6
CC(=O)N1CCN=C1SCc1ccc(Cl)cc1,-0.8,5.6,-2.8,-17.7,-2.5,-2.8,-4.0,13.6
Cc1cc(C)cc(N(CC(=O)N2CCN(c3ccccc3)CC2)S(=O)(=O)c2c(C)noc2C)c1,-2.5,-0.3,-3.7,-21.9,-2.3,-11.7,-4.5,3.4
COCCNC(=O)C1(C)CCCN(C(=O)c2ccc(C(F)(F)F)cc2)C1 (stereo not given),-3.0,-2.7,-0.8,9.7,4.1,nt,-4.3,-13.6
N#CC(C#N)=C1CCCc2sccc21,-1.5,-1.1,-7.7,-6.9,-1.3,4.3,11.5,6.4
Cc1cc(/C=N/Nc2ccc([N+](=O)[O-])cn2)c(C)n1-c1ccc(C(=O)O)cc1,-0.3,nt,-16.4,-5.1,-3.3,nt,5.4,-1.1
Cc1ccc(-n2c(-c3cc(-c4ccco4)[nH]n3)n[nH]c2=S)c(Br)c1,11.4,nt,6.7,0.6,nt,-9.5,-11.5,4.5
O=C(Nc1ccc(F)cc1)c1ccc(=O)[nH]n1,0.0,0.1,8.6,-5.3,0.7,14.9,7.7,13.2
C[C@H](CO)N1C[C@H](C)[C@@H](CN(C)C(=O)Cc2ccccc2)Oc2ncc(C#CCN(C)C)cc2C1=O,-3.4,-0.6,-2.0,-1.2,0.1,7.6,nt,0.5
COc1ccc2c3c(n(C)c2c1)[C@H](CO)N(Cc1ccncc1)CC31CCN(C(=O)C2CCC2)CC1,6.7,nt,10.8,-4.3,0.8,nt,nt,-16.4
CO[C@H]1CC[C@@H]2CCOc3c(C#N)cccc3C(=O)N(C)CCCC(=O)N(C)C[C@@H]1O2,1.8,-0.8,-0.7,-6.6,0.4,-1.4,-6.5,-6.7
C[C@@H]1CN([C@@H](C)CO)C(=O)c2cc(-c3cncnc3)cnc2O[C@H]1CN(C)CC1CCOCC1,-2.3,0.8,-9.7,6.3,1.9,3.8,-6.0,8.0
C[C@@H]1CN([C@H](C)CO)C(=O)c2cccc(NC(=O)Nc3ccc(F)cc3)c2O[C@H]1CN(C)CC1CCCCC1,-1.1,-2.6,25.2,11.8,0.4,-0.6,-4.1,-11.8
C[C@@H]1CN([C@@H](C)CO)S(=O)(=O)c2ccc(C#Cc3ccccn3)cc2O[C@@H]1CN(C)C(=O)C1CC1,7.8,2.5,-4.8,1.6,-0.4,-14.2,-2.2,nt
COc1cc2nc(CN3CCN(S(=O)(=O)c4ccc(C)c(C)c4)CC3)[nH]c(=O)c2cc1OC,-5.5,2.9,-0.6,-7.1,-0.7,-5.9,-3.2,7.3
COc1ccccc1Nc1ccc(S(=O)(=O)N2CCCCC2)cc1[N+](=O)[O-],4.0,-2.0,-2.7,12.0,-0.3,8.0,7.0,16.2
O=C(NCCc1ccccc1F)C1CC(=O)N(c2cccc(C(F)(F)F)c2)C1 (stereo not given),-5.6,-3.3,2.2,12.5,-1.1,5.4,3.0,0.2
Cc1noc(C)c1NC(=O)N(C)C[C@H]1Oc2ccc(NC(=O)Nc3ccc(C(F)(F)F)cc3)cc2CC(=O)N([C@H](C)CO)C[C@H]1C,-3.5,7.8,-9.4,11.3,-3.2,0.4,nt,-21.2
O=C(COc1ccc(Cl)cc1)N1CCN(Cc2ccc3c(c2)OCO3)CC1,-2.5&-1.0,9.5&-5.5,-4.8&12.6,3.8&-2.7,-0.7&-0.1,5.0&10.5,1.4&0.0,12.0&9.1
C=C(C)Cn1c(CCNC(=O)C(C)C)nc2ccccc21,nt,4.2,nt,nt,nt,-0.1,2.2,3.2
CC[C@]12c3[nH]c4ccc(Cl)cc4c3CCN1C(=O)[C@@H](CC(=O)NCC13CC4CC(CC(C4)C1)C3)C[C@@H]2C(=O)N1CCN(C(=O)c2ccco2)CC1,-2.4,-5.7,5.5,-8.3,-0.5,4.5,-9.3,33.2
CC1CCCC(C)N1C(=O)COC(=O)CN1C(=O)c2ccccc2C1=O (stereo not given),-26.4,2.2,0.3,-11.8,-7.4,6.8,-7.0,1.3
C[C@@H]1CN([C@H](C)CO)C(=O)c2cc(NS(=O)(=O)c3cn(C)cn3)ccc2O[C@H]1CN(C)C(=O)Nc1ccc(F)cc1,nt,nt,-1.4,17.4,nt,-17.3,nt,5.7
O=C1c2cccnc2C(=O)N1Cc1ccco1,nt,2.6,nt,-0.3,nt,2.7,1.3,nt
CCN(CC(=O)NCc1cccs1)C(=O)c1ccc(S(=O)(=O)N(C)C)cc1,5.4,nt,-3.2,-15.8,-4.4,13.6,nt,-3.6
